Bioassay records as filed in PubChem BioAssay.
BAZ2B inh: inhibitors of human BAZ2B bromodomain; Q9UIF8; AlphaScreen BAZ2B-H3K14Ac peptide displacement; Potency, µM (top dose mostly 114 µM), for the others: at the highest dose activity change, negative = inhibition, actives largely listed as inhibitors; actives 4.4% (n = 360,000); also: nearly all actives have a fitted effect of over 60% in size
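BAZ2B (50 nM) with biotin-H3(5-23)K14Ac peptide (50 nM) in PBS pH 7.4, 0.01% Tween-20, preformed 30 min, then compound 30 min at room temperature; top concentration 110uM. AlphaScreen streptavidin donor/nickel chelate acceptor beads (10 ug/mL final), 20 min dark, signal read.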
G9a block: inhibitors of human histone lysine methyltransferase G9a; actives 8.8% (n = 350,000); Potency, µM (doses to about 102 µM), inactives show at the highest dose activity, negative = inhibition, most hits filed as inhibitors; G9a H3K9 monomethylation, AlphaScreen, 2 h; Q96KQ7; AID 504332; also: nearly all actives have a fitted effect of over 75% in size
Target sequence (Q96KQ7 913-1193 limits assumed): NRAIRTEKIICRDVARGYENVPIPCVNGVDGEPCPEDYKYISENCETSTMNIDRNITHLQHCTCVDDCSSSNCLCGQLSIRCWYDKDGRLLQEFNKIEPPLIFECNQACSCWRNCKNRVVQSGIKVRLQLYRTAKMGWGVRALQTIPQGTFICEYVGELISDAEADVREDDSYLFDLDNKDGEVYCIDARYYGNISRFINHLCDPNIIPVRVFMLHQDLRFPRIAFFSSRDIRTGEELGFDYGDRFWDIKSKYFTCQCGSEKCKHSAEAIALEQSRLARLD
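AlphaScreen detection with an anti-monomethyl H3K9 antibody quantified product after a 2 h room-temperature reaction containing 500 nM biotinylated H3K9 peptide, 20 µM SAM and 20 nM enzyme, which had been preincubated 15 min with compound.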
GLS inh: glutaminase GLS (human) inhibition. Potency, µM (top dose mostly 45.5 µM), for inactives: top-dose activity change, negative = inhibition, most hits filed as inhibitors. GLS enzymatic activity, qHTS titration. O94925. actives 0.21% (n = 410,000)
Target sequence (O94925 whole entry, looked up): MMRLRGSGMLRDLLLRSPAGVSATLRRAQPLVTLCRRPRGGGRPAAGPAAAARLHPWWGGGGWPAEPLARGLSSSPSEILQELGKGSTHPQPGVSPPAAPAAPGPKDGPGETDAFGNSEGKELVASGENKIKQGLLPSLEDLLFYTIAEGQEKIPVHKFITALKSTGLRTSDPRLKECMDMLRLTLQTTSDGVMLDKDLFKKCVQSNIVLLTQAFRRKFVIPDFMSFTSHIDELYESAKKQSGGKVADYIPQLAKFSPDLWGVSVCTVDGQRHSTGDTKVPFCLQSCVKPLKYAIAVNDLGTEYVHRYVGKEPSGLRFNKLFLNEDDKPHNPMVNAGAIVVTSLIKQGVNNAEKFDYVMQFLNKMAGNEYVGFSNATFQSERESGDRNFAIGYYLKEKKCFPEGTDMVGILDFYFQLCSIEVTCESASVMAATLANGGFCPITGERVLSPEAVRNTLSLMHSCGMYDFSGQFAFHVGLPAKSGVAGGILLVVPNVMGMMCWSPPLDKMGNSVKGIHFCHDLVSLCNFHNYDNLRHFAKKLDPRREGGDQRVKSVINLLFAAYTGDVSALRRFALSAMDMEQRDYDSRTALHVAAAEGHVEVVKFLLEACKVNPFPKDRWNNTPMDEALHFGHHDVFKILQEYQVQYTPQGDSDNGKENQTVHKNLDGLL
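Enzyme dispensed in phosphate buffer (45 mM, pH 8.2, 0.02% Tween-20), compounds pinned in, then 1 mM L-glutamine solution and the glutamate oxidase–HRP–Amplex Red mix added; fluorescence read immediately and again after 30 min at room temperature.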
* marks the source's active call; other numbers are inactive results; ? = inconclusive; · = not tested or not shown; & = joins results of further samples; ! = repeats disagree; [ ] = dose if it differs, or a comment. Calls follow the shape of the dose curve; as a rule, active = well fitted curve in the direction sought with a large enough effect; inconclusive = small, poorly fitted or top-dose-only effect, or another doubt; inactive = no such curve, though single readings can be large; an effect the other way counts as inactive or inconclusive. % is scaled to controls: 0 for no effect and ±100 for the full control effect; potency is read from the fitted curve at half-maximal effect. The list is partial; count on the stated rates, not on these rows.

SMILES	BAZ2B inh	G9a block	GLS inh
CCN1C[C@]2(C)CC[C@H](OC)[C@@]34[C@@H]2[C@H](OC(C)=O)[C@]2(OCO[C@@]25C[C@@H](OC)[C@@H]2C[C@@]3(O)[C@H]5[C@@H]2OC)[C@H]14	·	20.3%[21.5 µM]	·
N#Cc1cccc(NC(=O)N2CC3(CCN(C(=O)Oc4ccccc4)CC3)C2)c1	·	11.0%[12.7 µM]	·
CCCCC/C=C\C/C=C\C/C=C\C/C=C\CCCCCC(=O)NCCO	·	12.6µM*!	·
CC(=O)OC1CCC23C(=O)OC45CCC(C6=CC(=O)OC6)C4(C)CCC2C5CCC3(O)C1 (configuration not stated)	·	-31.4%[2.33 µM]	·
COc1cc2c(cc1-c1cc3cc4ccoc4cc3oc1=O)OCO2	·	-26.6%[2.33 µM]	·
CCCCC/C=C\C/C=C\CCCCCCCC(=O)NCCO	·	26.5%[59 µM]	·
NCCc1ccccn1	·	-1.9%[59 µM]	·
c1ccc(N2CC3(CCNCC3)C2)cc1	·	-2.9%[12.7 µM]	·
C=CCO[C@@H](Cn1ccnc1)c1ccc(Cl)cc1Cl	·	-4.0%[21.5 µM]	·
CC1CC(C)C(=O)[C@H](C(O)CC2CC(=O)NC(=O)C2)C1 (some centres not stated)	·	-29.9%[2.33 µM]	·
COC1C(O)C(C)O[C@H](OC2CC[C@@]3(C=O)C4CC[C@]5(C)C(C6=CC(=O)OC6)CC[C@@]5(O)C4CC[C@@H]3C2)C1O (some centres not stated)	·	-7.0%[2.33 µM]	·
COc1ccccc1CN1CC[C@@]2(CCCN(C(=O)Oc3ccccc3)C2)C1	·	5.8%[12.7 µM]	·
CN1CCCC2(CCN(C(=O)c3ccco3)CC2)C1	·	-3.0%[12.7 µM]	·
CN(CC(=O)N[C@H](CO)Cc1ccccc1)C(=O)[C@H](CCS(C)=O)NC(=O)[C@@H](N)Cc1ccc(O)cc1 (some centres not stated)	·	43.8%[59 µM]	·
CC(O)C(C)OC(=O)[C@@H]1C[C@@H]2c3cccc4c3c(cn4C(C)C)C[C@H]2N(C)C1 (some centres not stated)	·	44.7µM*!	·
CCCCC/C=C\C/C=C\C/C=C\C/C=C\CCCC(N)=O	·	44.9%[59 µM]	·
CCc1c(C(=O)OC)ncc2[nH]c3cc(OC)c(OC)cc3c12	·	37.7%[activator][12.7 µM]	·
CCCN1CCCC2Cc3[nH]ncc3CC21 (configuration not stated)	·	50.1µM*	·
C[C@H]1[C@@H](O)[C@@H](C)/C=C\C=CCC\C=C/C=C\C=C/C=C[C@@H](O[C@H]2O[C@@H](C)[C@@H](O)[C@@H](N)[C@@H]2O)C[C@@H]2O[C@@](O)(C[C@@H](O)[C@H]2C(=O)O)C[C@@H](O)[C@@H](O)CC[C@@H](O)C[C@@H](O)C[C@@H](O)CC(=O)O[C@H]1C	·	23.7%[21.5 µM]	·
CC(=O)OC1CC[C@@]2(C)C3CC[C@]4(C)C(=O)CCC4C3CC[C@H]2C1 (some centres not stated)	·	-32.8%[2.33 µM]	·
c1cnc(N2CCC3(CCNCC3)CC2)nc1	·	-3.6%[12.7 µM]	·
C=C1C2CCC3[C@@](CC[C@@H]4C(C(=O)O)CC(OC5OC(CO)C(OS(=O)(=O)O)C(OS(=O)(=O)O)C5OC(=O)CC(C)C)C[C@]34C)(C2)C1O (some centres not stated)	·	-37.0%[2.33 µM]	·
CCC(N)C(O)c1ccc(O)c(O)c1 (configuration not stated)	·	?	·
Clc1cncc(N2CCNCC2)n1	·	18.9%[59 µM]	·
Cc1noc(C)c1C(=O)N1CCC2(CCCN(CC(C)C)C2)CC1	·	7.0%[12.7 µM]	·

Continuation.
SMILES	BAZ2B inh	G9a block	GLS inh
CCCCCCC(C)(C)c1cc(OC)c2c(c1)OC(C)(C)[C@@H]1CC=C(C)C[C@@H]21	·	14.6%[59 µM]	·
C=C1[C@@H]2CC[C@H]3[C@@]4(C)C[C@@H](O[C@@H]5O[C@H](CO)[C@H](OS(=O)(=O)O)[C@@H](OS(=O)(=O)O)[C@@H]5OC(=O)CC(C)C)C[C@@H](C(=O)O)[C@H]4CC[C@@]3(C2)[C@H]1O	·	11.8%[21.5 µM]	·
O=C(Oc1ccccc1)N1CCC2(CC1)CN(C(c1ccccc1)c1ccccc1)C2	·	0.1%[12.7 µM]	·
CC[C@]1(O)CC(O[C@@H]2CC(N(C)C)C(O)C(C)O2)c2c(cc3c(c2O)C(=O)c2c(O)ccc(O)c2C3=O)C1C(=O)OC (some centres not stated)	·	-26.6%[2.33 µM]	·
c1cc(CN2CCC3(CCNCC3)CC2)ccn1	·	-14.9%[12.7 µM]	·
CC(=O)OC1CC[C@]2(C)C(CCC3C2CC[C@]2(C)C(C4=CC(=O)OC4)C(OC(C)=O)CC32O)C1 (some centres not stated)	·	-0.9%[2.33 µM]	·
C=CCSSCC=C	·	?	·
NCCc1cccc(O)c1	·	35.2%[59 µM]	·
[N-]=[N+]=CC(=O)OCC(N)C(=O)O (configuration not stated)	·	·	2.1%
CCCCCc1cc(O)c2c(c1)OC(C)(C)c1ccc(C)cc1-2	·	·	-7.3%
C=C/C=C/CC1=C(C)[C@@H](OC(=O)[C@@H]2[C@@H](/C=C(\C)C(=O)OC)C2(C)C)CC1=O (tested in a mixture with another compound)	·	·	-2.6%
C/C=C(\CC)C(=O)NC(N)=O	·	·	-5.1%
COc1cc(C[C@H](C)N)c(OC)cc1Br	·	·	-0.7%[99.4 µM]
CN1CC[C@]23c4c5ccc(O)c4OC2C(O)CCC3[C@H]1C5 (some centres not stated)	·	·	54.2%[activator][99.4 µM]
CCON=C(CC)C1=C(O)CC(c2c(C)cc(C)cc2C)CC1=O (configuration not stated)	·	·	0.9%[99.4 µM]
COc1cc(CCN)c(OC)cc1Br	·	·	-2.4%[99.4 µM]
COc1ccc(C(=O)C2CCCN(CC3CCCCC3)C2)cc1OC (configuration not stated)	·	·	1.6%
Oc1ccc2c3c1O[C@H]1[C@@H](O)C=CC4[C@@H](C2)NCC[C@@]341 (some centres not stated)	·	·	-7.1%
C[C@H]1[C@@H]2Cc3ccc(O)cc3[C@]1(C)CCN2C	·	·	53.7%[activator][231 µM]
COc1cc(C[C@H](C)N)c(OC)cc1C	·	·	-19.6%[99.4 µM]
COC(=O)c1ccccc1C(=O)OC	·	·	-14.4%
NC(=O)c1ccc(N=Nc2c(O)[nH]c(=O)[nH]c2=O)cc1	-1.9%	18.1%	·
O=C(O)c1sc2cc(Cl)ccc2c1Cl	-10.4%	-35.4%	·
CCc1ccc(N2C(=O)NC(=O)/C(=C/c3ccsc3)C2=O)cc1	2.2%	39.8µM*	·
O=C(c1cc(-c2ccccc2)on1)N1CCC2(CC1)OCCO2	-10.5%	-2.5%	·

Exported as comma-separated lines: part of the list above
canonical_smiles,BAZ2B inh,G9a block,GLS inh
CC1CC(C)C(=O)[C@H](C(O)CC2CC(=O)NC(=O)C2)C1 (some centres not stated),·,-29.9%[2.33 µM],·
COC1C(O)C(C)O[C@H](OC2CC[C@@]3(C=O)C4CC[C@]5(C)C(C6=CC(=O)OC6)CC[C@@]5(O)C4CC[C@@H]3C2)C1O (some centres not stated),·,-7.0%[2.33 µM],·
COc1ccccc1CN1CC[C@@]2(CCCN(C(=O)Oc3ccccc3)C2)C1,·,5.8%[12.7 µM],·
CN1CCCC2(CCN(C(=O)c3ccco3)CC2)C1,·,-3.0%[12.7 µM],·
CN(CC(=O)N[C@H](CO)Cc1ccccc1)C(=O)[C@H](CCS(C)=O)NC(=O)[C@@H](N)Cc1ccc(O)cc1 (some centres not stated),·,43.8%[59 µM],·

Further entries follow:
SMILES	BAZ2B inh	G9a block	GLS inh
O=C1C(=O)N(c2nccs2)C(c2ccccc2)/C1=C(\O)c1ccc2c(c1)OCCO2 (configuration not stated)	?	0.8%[0.0925 µM]	·
CCCCCCNC(=O)N[C@H](Cc1ccc(O)cc1)C(=O)NCCC[C@H]1CN2C(=NC[C@H]2CCC)N1CC1CCC1	79.4µM*	0.3%[12.7 µM]	·
CCCCCCn1c(=O)c(C(=O)Nc2nnc(C)s2)c(O)c2ccccc21	-1.7%	26.8%	·
CC1(C)S[C@@H]2[C@H](NC(=O)COc3ccccc3)C(=O)N2C1C(=O)OCc1cc2ccccc2n1S(=O)(=O)c1ccccc1 (some centres not stated)	?	-8.5%	·
CCCn1cc2c3c(cccc31)C1CC(C)CN(C)C1C2 (configuration not stated)	-24.7%	?	·
Cc1cccc(N2C(=O)NC(=O)/C(=C/c3ccc(-c4ccc(C(=O)O)c(Cl)c4)o3)C2=O)c1	-13.6%	10µM*	·
C/C=C(\C)C(=O)OC1C(C)=C2C(C1OC(=O)CCCCC)C(C)(OC(C)=O)CC(OC(=O)CCC)C1(O)C2OC(=O)C1(C)O (configuration not stated)	56.2µM*	?	·
OC(CNC1CCCCCCC1)c1ccccc1 (configuration not stated)	?	14.1µM*	·
O=C1NC(=O)C(=Cc2ccc3c(c2)OCO3)C(=O)N1	-14.1%	50.1µM*	·
CC12CCC3C(CC=C4CC(O)CCC43C)C1C/C(=C\N1CCCC1)C2=O (configuration not stated)	-4.9%	26.9%	·
C[C@@]1(CO)[C@H](O)CC[C@@]2(C)[C@H]1CC[C@H]1C[C@@H]3C[C@@]12CC[C@]3(O)CO	7.6%	?	·
CCCCn1c(=O)c(C(=O)Nc2nc3ccccc3[nH]2)c(O)c2ccccc21	8.1%	-18.4%[12.7 µM]	·
Cn1cccc1CNCCc1ccccc1	?	-14.2%	·
CC(C)[C@]12O[C@H]1[C@@H]1O[C@]13[C@]1(O[C@H]1C[C@H]1C4=C(CC[C@@]13C)C(=O)OC4)[C@@H]2O	-2.8%	39.9%&-4.7%[59 µM]	·
Oc1cc2c(cc1O)[C@H]1c3ccccc3CN[C@@H]1CC2	?	2.51µM*	·
O=c1[nH]c(O)c(C=Nc2ccccc2[N+](=O)[O-])c(=O)[nH]1	-3.3%	70.8µM*	·
CCNc1cc(N2CCNCC2)ccc1[N+](=O)[O-]	-20.8%	4.6%	·
C1=C(c2c[nH]c3ccccc23)CCNC1	-11.0%	?	·
Cc1ccc2[nH]c3c(c2c1)CN(C(=O)CN1CCSCC1)CC3	?	?	·
COc1ccc(C2C([N+](=O)[O-])=C(N)Oc3c2c(=O)oc2ccccc32)cc1 (configuration not stated)	-0.4%	4.5%[59 µM]	·

Sorted by length of the SMILES (low to high): some entries from above
SMILES	BAZ2B inh	G9a block	GLS inh
CCCn1cc2c3c(cccc31)C1CC(C)CN(C)C1C2 (configuration not stated)	-24.7%	?	·
CCCCCCn1c(=O)c(C(=O)Nc2nnc(C)s2)c(O)c2ccccc21	-1.7%	26.8%	·
CC12CCC3C(CC=C4CC(O)CCC43C)C1C/C(=C\N1CCCC1)C2=O (configuration not stated)	-4.9%	26.9%	·
COc1ccc(C2C([N+](=O)[O-])=C(N)Oc3c2c(=O)oc2ccccc32)cc1 (configuration not stated)	-0.4%	4.5%[59 µM]	·
Cc1cccc(N2C(=O)NC(=O)/C(=C/c3ccc(-c4ccc(C(=O)O)c(Cl)c4)o3)C2=O)c1	-13.6%	10µM*	·
CC(C)[C@]12O[C@H]1[C@@H]1O[C@]13[C@]1(O[C@H]1C[C@H]1C4=C(CC[C@@]13C)C(=O)OC4)[C@@H]2O	-2.8%	39.9%&-4.7%[59 µM]	·
